Screens: PubChem BioAssay, Sanford-Burnham Center for Chemical Genomics
mIAP inh – inhibitors of mouse IAP, primary screen, biochemical, luminescence, uHTS | intestinal alkaline phosphatase [Mus musculus] | purified mouse IAP, CDP-Star luminescence, 30 min | inhibition, % at 10 µM | 0.2% of 330,000 active;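 active = inhibition of at least 40% at 10 µM in the primary screen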;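 note: plate controls were DMSO with enzyme for no effect and no enzyme wells for full effect; values of inactives mirror those of a sister screen read the other way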
APOBEC3G inh – APOBEC3G DNA deaminase inhibitors, primary screen, biochemical, fluorescence, single-stranded DNA substrate, uHTS; DNA dC->dU-editing enzyme APOBEC-3G (Homo sapiens), Q9HC16; recombinant A3G, ssDNA deamination FAM/TAMRA fluorescence; inhibition, % at 20 µM; 0.28% of 330,000 active;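 active = inhibition of at least 40% at 20 µM, with no more than 30% in the related APOBEC3A deaminase screen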;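 note: plate controls were DMSO wells with A3G for no effect and wells lacking A3G enzyme for full effect; some compounds called inactive have numbers as strong as hits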
Target sequence (Q9HC16 whole entry, looked up): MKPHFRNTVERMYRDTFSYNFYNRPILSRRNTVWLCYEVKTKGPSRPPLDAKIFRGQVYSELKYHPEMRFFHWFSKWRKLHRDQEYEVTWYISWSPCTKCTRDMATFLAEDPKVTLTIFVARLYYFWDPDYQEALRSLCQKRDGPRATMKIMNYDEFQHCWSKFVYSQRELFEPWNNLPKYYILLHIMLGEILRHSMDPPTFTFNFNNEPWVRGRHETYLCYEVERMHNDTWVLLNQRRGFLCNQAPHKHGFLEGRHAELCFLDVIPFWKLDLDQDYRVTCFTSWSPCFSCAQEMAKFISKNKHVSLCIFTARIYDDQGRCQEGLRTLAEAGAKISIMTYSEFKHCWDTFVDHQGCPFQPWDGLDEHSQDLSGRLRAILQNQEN
APOBEC3A inh – APOBEC3A ssDNA deaminase inhibitors, primary screen, selectivity assay for APOBEC3G inhibitor project, biochemical, FAM/TAMRA oligo cleavage fluorescence; DNA dC->dU-editing enzyme APOBEC-3A (Homo sapiens), P31941; recombinant A3A, FAM/TAMRA ssDNA deamination fluorescence; inhibition, % at 20 µM; 0.41% of 330,000 active; AID 493011, 2011;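 active = at least 40% inhibition at 20 µM here, with at most 30% in a related deaminase screen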;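 note: plate controls were A3A with DMSO for no effect and wells lacking A3A enzyme for full effect; some results filed as inactive read as strong as hits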
Target sequence (P31941 whole entry, looked up): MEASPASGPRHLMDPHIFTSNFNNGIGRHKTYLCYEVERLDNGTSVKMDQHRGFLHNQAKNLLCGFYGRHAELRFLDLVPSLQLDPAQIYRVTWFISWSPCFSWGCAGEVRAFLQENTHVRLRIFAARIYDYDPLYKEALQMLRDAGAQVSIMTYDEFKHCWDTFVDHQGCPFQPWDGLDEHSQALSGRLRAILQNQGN
TIM10 inh – growth inhibitors of isogenic TIM10 control yeast, primary screen, counter-screen for tim10-1 yeast inhibitor project, luminescence, uHTS | S. cerevisiae TIM10 strain growth, BacTiter-Glo luminescence, 24 h | inhibition, % at 10 µM | 1.4% of 330,000 active | AID 463195, 2010;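 active = inhibition of 40% or more at the single tested concentration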;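 note: wild-type TIM10 isogenic control strain grown at permissive 25 °C; 0% = DMSO yeast wells and 100% = minimal medium wells without yeast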
MIN6 prolif – inducers of MIN6 beta-cell proliferation, primary screen, ATP luminescence, uHTS | proliferation, % at 10 µM | MIN6 cells proliferation, ATPlite luminescence, 48 h; cells starved in 0.2% serum; 100% = growth in 10% serum | 0.29% of 330,000 active;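 active = compounds whose signal lies at least 3.5 SD above the mean of all wells on their plate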;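 note: 0% = DMSO-treated cells in low-serum medium and 100% = 10% serum control; some compounds called inactive have numbers as strong as hits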
hIAP inh – human IAP inhibitors, primary screen, biochemical, luminescence, uHTS; Intestinal-type alkaline phosphatase (Homo sapiens), P09923; purified IAP, CDP-Star luminescence, 30 min; inhibition, % at 10 µM; 0.12% of 330,000 active; AID 2544, 2010;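 active = inhibition reaching a set limit with compound at 10 µM in the primary screen, cut at about 35% in these data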;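 note: plate controls were DMSO wells with enzyme for no effect and no-enzyme buffer wells for full effect; values of inactives mirror those of a sister screen read the other way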
Target sequence (P09923 whole entry, looked up): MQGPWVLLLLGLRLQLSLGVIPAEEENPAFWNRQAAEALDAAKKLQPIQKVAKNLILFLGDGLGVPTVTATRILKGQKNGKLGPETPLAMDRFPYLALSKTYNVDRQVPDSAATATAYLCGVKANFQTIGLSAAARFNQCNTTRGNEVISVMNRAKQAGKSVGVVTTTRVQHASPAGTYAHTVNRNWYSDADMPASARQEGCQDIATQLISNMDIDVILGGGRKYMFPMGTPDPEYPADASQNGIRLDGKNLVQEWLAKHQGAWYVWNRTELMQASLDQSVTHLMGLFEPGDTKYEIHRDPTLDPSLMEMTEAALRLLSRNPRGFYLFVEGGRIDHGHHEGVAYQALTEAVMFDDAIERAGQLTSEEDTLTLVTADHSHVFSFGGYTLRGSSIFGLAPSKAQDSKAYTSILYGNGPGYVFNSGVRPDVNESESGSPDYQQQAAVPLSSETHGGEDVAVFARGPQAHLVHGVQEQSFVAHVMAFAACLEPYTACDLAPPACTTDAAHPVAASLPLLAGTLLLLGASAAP
mIAP act – activators of mouse IAP, primary screen, biochemical, luminescence, uHTS | muIAP, CDP-Star luminescence, 30 min; hits give high values; 1 = vehicle-only enzyme signal, 0 = enzyme-free wells | intestinal alkaline phosphatase [Mus musculus] | 0.24% of 330,000 active | activation factor at 10 µM | AID 2805, 2010;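 active = activation factor of at least 2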; note: the source names both 10 and 20 µM as test concentration; values of inactives mirror those of a sister screen read the other way
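System: Mouse IAP enzyme | Also added: CDP-Star substrate | Dosing: Compounds dispensed in DMSO | Schedule: 30 min enzyme-substrate-compound incubation at room temperature | Technique: Chemiluminescence readout | Control set: DMSO-only wells and no-enzyme negative control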
tim10-1 inh – growth inhibitors of tim10-1 mutant yeast, primary screen, luminescence, uHTS; inhibition, % at 20 µM; S. cerevisiae tim10-1 ts strain growth, BacTiter-Glo, 24 h; 2.2% of 330,000 active;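 active = inhibition of at least 40%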;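 note: mutant grown at 25 °C; 0% = DMSO wells with yeast and 100% = wells holding no yeast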
NLRP3 yeast inh – NALP3 inflammasome inhibitors in reconstituted yeast, primary screen, luminescence, uHTS | 0.39% of 330,000 active | Yeast reconstituted NLRP3/ASC/caspase-1, beta-gal luminescence, 24 h | inhibition, % at 10 µM;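 active = inhibition of 50% or more; inactive = inhibition below 50%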;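 note: plate controls were induced DMSO wells for no effect and uninduced yeast grown without galactose for full effect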
The depositor's hits bear a star.

A first look, three compounds:
What do the screens show for `COc1ccc(CCC(=O)NNC(=O)Nc2ccc(C(C)=O)cc2)cc1`?
mIAP inh: 3; APOBEC3G inh: -4; APOBEC3A inh: -2; TIM10 inh: 3; MIN6 prolif: 3; hIAP inh: -5; mIAP act: 0.97; tim10-1 inh: -18; NLRP3 yeast inh: 32

How did CCOc1ccc(N2C(=O)CC(/C=C3/N(C)c4ccccc4C3(C)C)C2=O)cc1 (stereo not given) do in these assays?
mIAP inh: 14; APOBEC3G inh: -3; APOBEC3A inh: 2; TIM10 inh: -1; MIN6 prolif: -2; hIAP inh: -1; mIAP act: 0.86; tim10-1 inh: 32; NLRP3 yeast inh: 18

How did Cc1ccc(Cl)cc1NS(=O)(=O)c1cn(C)nc1C do in these assays?
mIAP inh: -10; APOBEC3G inh: -3; APOBEC3A inh: 0; TIM10 inh: -2; MIN6 prolif: -3; hIAP inh: 20; mIAP act: 1.1; tim10-1 inh: 5; NLRP3 yeast inh: 17

The whole of this part, from the start:
What do the screens show for `COc1ccc(CCC(=O)NNC(=O)Nc2ccc(C(C)=O)cc2)cc1`?
mIAP inh: 3; APOBEC3G inh: -4; APOBEC3A inh: -2; TIM10 inh: 3; MIN6 prolif: 3; hIAP inh: -5; mIAP act: 0.97; tim10-1 inh: -18; NLRP3 yeast inh: 32

How did CCOc1ccc(N2C(=O)CC(/C=C3/N(C)c4ccccc4C3(C)C)C2=O)cc1 (stereo not given) do in these assays?
mIAP inh: 14; APOBEC3G inh: -3; APOBEC3A inh: 2; TIM10 inh: -1; MIN6 prolif: -2; hIAP inh: -1; mIAP act: 0.86; tim10-1 inh: 32; NLRP3 yeast inh: 18

How did Cc1ccc(Cl)cc1NS(=O)(=O)c1cn(C)nc1C do in these assays?
mIAP inh: -10; APOBEC3G inh: -3; APOBEC3A inh: 0; TIM10 inh: -2; MIN6 prolif: -3; hIAP inh: 20; mIAP act: 1.1; tim10-1 inh: 5; NLRP3 yeast inh: 17

Results for CC1CCCCN1CCCNC(=O)c1c(O)nc2ccccn2c1=O (stereo not given) ?
mIAP inh: 7; APOBEC3G inh: -7; APOBEC3A inh: -5; TIM10 inh: -10; MIN6 prolif: -2; hIAP inh: 7; mIAP act: 0.93; tim10-1 inh: -3; NLRP3 yeast inh: 2

What do the screens show for `O=C(O)COc1ccc2c(c1)O/C(=C\c1ccco1)C2=O`?
mIAP inh: 15; APOBEC3G inh: 61; APOBEC3A inh: 89; TIM10 inh: 5; MIN6 prolif: -1; hIAP inh: 8; mIAP act: 0.85; tim10-1 inh: -10; NLRP3 yeast inh: -1

What do the screens show for `Cc1sc2nc(COC(=O)c3cccc(OC(F)F)c3)[nH]c(=O)c2c1C`?
mIAP inh: 9; APOBEC3G inh: -5; APOBEC3A inh: 0; TIM10 inh: 7; MIN6 prolif: 0; hIAP inh: -8; mIAP act: 0.91; tim10-1 inh: -10; NLRP3 yeast inh: 3

What do the screens show for `O=C(CC1CCCC1)NNC(=O)c1ccc(F)cc1`?
mIAP inh: 2; APOBEC3G inh: -10; APOBEC3A inh: -2; TIM10 inh: -10; MIN6 prolif: 8; hIAP inh: -8; mIAP act: 0.98; tim10-1 inh: -32; NLRP3 yeast inh: 13

Results for CCCc1cc(=O)[nH]c(SCCc2ccccc2)n1 ?
mIAP inh: -7; APOBEC3G inh: -2; APOBEC3A inh: -1; TIM10 inh: -6; MIN6 prolif: -2; hIAP inh: -14; mIAP act: 1.1; tim10-1 inh: 27; NLRP3 yeast inh: 18

Results for N#C/C(=C\c1ccc([N+](=O)[O-])cc1)C(=O)Nc1ccccc1O ?
mIAP inh: 14; APOBEC3G inh: -3; APOBEC3A inh: -4; TIM10 inh: 9; MIN6 prolif: -4; hIAP inh: -11; mIAP act: 0.86; tim10-1 inh: 25; NLRP3 yeast inh: 10

What do the screens show for `Nc1nn2cc(-c3ccccc3)nc2c2ccccc12`?
mIAP inh: -7; APOBEC3G inh: -2; APOBEC3A inh: 3; TIM10 inh: 56*; MIN6 prolif: -4; hIAP inh: 8; mIAP act: 1.1; tim10-1 inh: 56*; NLRP3 yeast inh: 47

Results for O=C(CSc1nnc2ccccn12)Nc1ccc2c(c1)OCCO2 ?
mIAP inh: -8; APOBEC3G inh: 2; APOBEC3A inh: 0; TIM10 inh: -8; MIN6 prolif: -2; hIAP inh: 1; mIAP act: 1.1; tim10-1 inh: -5; NLRP3 yeast inh: 15

How did COc1ccc(CNC(=O)C2CCN(S(=O)(=O)c3ccc(SC)cc3)CC2)cc1 do in these assays?
mIAP inh: -10; APOBEC3G inh: -12; APOBEC3A inh: -6; TIM10 inh: 21; MIN6 prolif: -3; hIAP inh: 4; mIAP act: 1.1; tim10-1 inh: -9; NLRP3 yeast inh: 21

Results for Cc1ccc(NC(=O)CCC(=O)N/N=C/C=C/c2ccccc2)cc1 ?
mIAP inh: -6; APOBEC3G inh: -2; APOBEC3A inh: 2; TIM10 inh: -18; MIN6 prolif: 0; hIAP inh: -6; mIAP act: 1.1; tim10-1 inh: 0; NLRP3 yeast inh: -4

How did COc1cc(O)c2c(=O)c3c(OC)c(O)ccc3oc2c1 do in these assays?
mIAP inh: 8; APOBEC3G inh: -6; APOBEC3A inh: -1; TIM10 inh: 42*; MIN6 prolif: 10; hIAP inh: -5; mIAP act: 0.92; tim10-1 inh: 67*; NLRP3 yeast inh: 17

Results for CCOc1ccccc1-n1c(SCC(=O)N(CC)CC)nnc1-c1ccccn1 ?
mIAP inh: 1; APOBEC3G inh: -2; APOBEC3A inh: 0; TIM10 inh: 2; MIN6 prolif: 0; hIAP inh: -5; mIAP act: 0.99; tim10-1 inh: 16; NLRP3 yeast inh: 18

Results for Cc1c(CCO)c(=O)[nH]n1S(=O)(=O)c1ccccc1 ?
mIAP inh: 5; APOBEC3G inh: -7; APOBEC3A inh: -4; TIM10 inh: 6; MIN6 prolif: -1; hIAP inh: 23; mIAP act: 0.95; tim10-1 inh: -7; NLRP3 yeast inh: 13

How did COc1ccc(C(=O)N/C(=C\c2ccc3c(c2)OCO3)C(=O)Nc2ccc(C(=O)O)cc2)cc1 do in these assays?
mIAP inh: 6; APOBEC3G inh: -6; APOBEC3A inh: 0; TIM10 inh: 13; MIN6 prolif: -4; hIAP inh: -6; mIAP act: 0.94; tim10-1 inh: -3; NLRP3 yeast inh: 24

What do the screens show for `CCC(Cc1ccccc1)NC(=O)CCc1ccccc1` (stereo not given)?
mIAP inh: -2; APOBEC3G inh: 0; APOBEC3A inh: -1; TIM10 inh: 4; MIN6 prolif: 1; hIAP inh: -6; mIAP act: 1; tim10-1 inh: 1; NLRP3 yeast inh: 16

How did CCOc1cc(N2CCOCC2)c(OCC)cc1NC(=O)CN1CCCC1 do in these assays?
mIAP inh: -8; APOBEC3G inh: 0; APOBEC3A inh: 5; TIM10 inh: -18; MIN6 prolif: 0; hIAP inh: -7; mIAP act: 1.1; tim10-1 inh: 13; NLRP3 yeast inh: 5

Results for Cc1ccc(Oc2ccc(NC(=O)c3ccco3)cc2)cc1 ?
mIAP inh: 4; APOBEC3G inh: -6; APOBEC3A inh: 1; TIM10 inh: 15; MIN6 prolif: -3; hIAP inh: 6; mIAP act: 0.96; tim10-1 inh: 17; NLRP3 yeast inh: 14

Results for CC(C)C[C@H](NC(=O)c1nc[nH]c1C(=O)N[C@@H](CC(C)C)C(=O)OCc1ccccc1)C(=O)OCc1ccccc1 ?
mIAP inh: 6; APOBEC3G inh: -3; APOBEC3A inh: 1; TIM10 inh: 10; MIN6 prolif: -8; hIAP inh: -35; mIAP act: 0.94; tim10-1 inh: 6; NLRP3 yeast inh: 10

How did CCCc1nnc(NC(=O)CCC(=O)NC2CC2)s1 do in these assays?
mIAP inh: 5; APOBEC3G inh: -8; APOBEC3A inh: -2; TIM10 inh: -6; MIN6 prolif: -2; hIAP inh: 15; mIAP act: 0.95; tim10-1 inh: 11; NLRP3 yeast inh: -3

Results for CCC1(CC)NC(=O)N(CC(=O)OCC(=O)c2ccccc2OC)C1=O ?
mIAP inh: 3; APOBEC3G inh: -2; APOBEC3A inh: 1; TIM10 inh: 0; MIN6 prolif: -2; hIAP inh: -2; mIAP act: 0.97; tim10-1 inh: 1; NLRP3 yeast inh: 14

What do the screens show for `Cc1ccc(SCc2cc(=O)[nH]c(N3CCN(Cc4ccccc4)CC3)n2)cc1`?
mIAP inh: 9; APOBEC3G inh: -2; APOBEC3A inh: 0; TIM10 inh: 20; MIN6 prolif: -4; hIAP inh: -7; mIAP act: 0.91; tim10-1 inh: 13; NLRP3 yeast inh: 9

What do the screens show for `COc1cccc(Nc2nc(-c3sc(NC(=O)CC(C)C)nc3C)cs2)c1`?
mIAP inh: 15; APOBEC3G inh: -9; APOBEC3A inh: -1; TIM10 inh: 14; MIN6 prolif: -8; hIAP inh: 12; mIAP act: 0.85; tim10-1 inh: 26; NLRP3 yeast inh: 21

How did N#C/C(=C\c1ccc(-c2ccc([N+](=O)[O-])cc2)o1)C(=O)Nc1nc(-c2cccs2)cs1 do in these assays?
mIAP inh: 16; APOBEC3G inh: 8; APOBEC3A inh: 8; TIM10 inh: -13; MIN6 prolif: -5; hIAP inh: 31; mIAP act: 0.84; tim10-1 inh: -1; NLRP3 yeast inh: 14

Results for CCc1ccc(C2CC(c3ccccc3Cl)Nc3nc(N)nn32)cc1 (stereo not given) ?
mIAP inh: 7; APOBEC3G inh: -10; APOBEC3A inh: -3; TIM10 inh: 10; MIN6 prolif: 3; hIAP inh: 10; mIAP act: 0.93; tim10-1 inh: 23; NLRP3 yeast inh: 14

How did COC(=O)[C@@H]1CC[C@H](C)[C@@H](c2ccc(C)cc2)N1C(=O)c1ccc(/C=N/O[C@@H](C)c2cn([C@H](CO)Cc3ccccc3)nn2)cc1 do in these assays?
mIAP inh: 18; APOBEC3G inh: -7; APOBEC3A inh: -2; TIM10 inh: 5; MIN6 prolif: -8; hIAP inh: 4; mIAP act: 0.82; tim10-1 inh: 14; NLRP3 yeast inh: 9

How did Cn1c(-c2ccco2)n[nH]c1=S do in these assays?
mIAP inh: 5; APOBEC3G inh: 18; APOBEC3A inh: 2; TIM10 inh: -15; MIN6 prolif: 1; hIAP inh: 12; mIAP act: 0.95; tim10-1 inh: -17; NLRP3 yeast inh: 12

What do the screens show for `Cc1cn(C)c(=O)n(C)c1=O`?
mIAP inh: -5; APOBEC3G inh: -9; APOBEC3A inh: -3; TIM10 inh: 3; MIN6 prolif: -2; hIAP inh: -6; mIAP act: 1; tim10-1 inh: -1; NLRP3 yeast inh: 0

What do the screens show for `O=C(CCC(=O)c1cccs1)NNC(=O)c1cc(Cl)ccc1Cl`?
mIAP inh: -3; APOBEC3G inh: -3; APOBEC3A inh: -2; TIM10 inh: -5; MIN6 prolif: -1; hIAP inh: -33; mIAP act: 1; tim10-1 inh: 11; NLRP3 yeast inh: 6
